Screens deposited in PubChem BioAssay by The Scripps Research Institute Molecular Screening Center.
hgDAF-12 ag – H. glycines DAF-12 receptor agonists, primary screen, cell-based, luminescence, HEK293, GAL4 fusion, UAS-luciferase; HEK293 GAL4-hgDAF12 UAS-luciferase reporter, agonist luminescence; normalized to butyrate control; activation, % at 6.8 µM; actives 1.8% (n = 370,000); AID 687014, 2013;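 active means activation above a cutoff set at the mean of all screened compounds plus 3 SD, cut at about 10% in these data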;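 further: 0% = DMSO wells and 100% = sodium butyrate wells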
DAX1 inh-1 – DAX1 (NR0B1) inhibitors, primary screen, cell-based, HEK293, Gal4-DAX1, luciferase luminescence. HEK293 Gal4-DAX1 luciferase reporter. inhibition, % at 6.75 µM. actives 0.99% (n = 340,000). AID 504766, 2011;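 active means inhibition above the mean over all tested compounds plus 3 SD, cut at about 4.2% in these data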;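 further: 0% = DAX1-transfected cells with DMSO and 100% = empty-vector control cells with DMSO; inhibition shows as a rise in luminescence from relieved DAX1 repression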
Target sequence (P51843 207-470 limits assumed): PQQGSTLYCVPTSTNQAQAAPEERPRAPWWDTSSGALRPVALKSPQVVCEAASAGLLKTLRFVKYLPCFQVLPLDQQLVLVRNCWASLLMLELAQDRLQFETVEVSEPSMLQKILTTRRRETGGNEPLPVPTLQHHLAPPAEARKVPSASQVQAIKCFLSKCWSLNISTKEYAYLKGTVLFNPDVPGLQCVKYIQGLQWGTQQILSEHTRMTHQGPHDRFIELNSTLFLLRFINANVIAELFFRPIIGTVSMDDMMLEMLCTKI
sPLA2-III inh – human group III sPLA2 inhibitors, primary screen, biochemical, QFRET, BODIPY PC-A2 liposome substrate; actives 0.56% (n = 370,000); Group 3 secretory phospholipase A2 (Homo sapiens), Q9NZ20; inhibition, % at 12.2 µM; QFRET BODIPY PC-A2 liposome hydrolysis, fluorescence;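 active means inhibition above mean plus 3 SD of compounds lying within the high and low control bounds, cut at about 19% in these data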;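 further: 0% = median of test compound wells and 100% = no enzyme DMSO wells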
DAX1 inh-2 – DAX1 (NR0B1) inhibitors on StAR promoter, primary screen, cell-based, luminescence, SF-1 (NR5A1), full-length DAX-1; HEK293T StAR-luciferase reporter, SF-1/DAX-1 repression relief; inhibition, % at 6.8 µM; actives 1.1% (n = 370,000); AID 652010, 2013;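 active means inhibition above the mean over all tested compounds plus 3 SD, cut at about 3.6% in these data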;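 further: 0% = DAX-1 cells with DMSO and 100% = cells lacking DAX-1 with DMSO; higher inhibition means more luminescence from relief of DAX-1 repression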
PLCg1 inh – PLC-gamma1 enzyme inhibitors, primary screen, biochemical, fluorescence, purified enzyme; 1-phosphatidylinositol 4,5-bisphosphate phosphodiesterase gamma-1 (Homo sapiens), P19174; fluorogenic substrate; inhibition, % at 12.2 µM; actives 0.84% (n = 370,000); in the data active means inhibition above about 9.5%
FXN GAA850 act – FXN promoter activators, primary screen, cell-based, luciferase luminescence, HEK293 lucGAA850; activation, % at 6 µM; HEK293 lucGAA850 FXN promoter luciferase reporter, 24 h; percent of 10 µM SAHA response; actives 0.56% (n = 360,000);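 active means activation above the average of all compounds screened plus 3 SD, cutoff fixed separately per campaign, cut at about 7.5% in these data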;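 further: 0% = DMSO wells and 100% = 10 µM SAHA wells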
PLCb3 inh – human PLC-beta3 inhibitors, primary screen, biochemical, fluorescence | Purified PLC-beta3, fluorogenic substrate | inhibition, % at 12.2 µM | actives 0.18% (n = 370,000) | AID 720704, 2013; in the data active means inhibition above about 11%;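 further: 0% = median of compound wells on plate and 100% = full blocker control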
ADAM17 inh – ADAM17 inhibitors, primary screen, biochemical, QFRET. Disintegrin and metalloproteinase domain-containing protein 17 (Homo sapiens), P78536. recombinant ADAM17, EDANS/DABCYL FRET peptide cleavage. inhibition, % at 6.95 µM. actives 0.83% (n = 370,000);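 active means inhibition above the mean of compounds lying between control limits plus 3 SD, set per campaign, cut at about 8.5% in these data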;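 further: 0% = DMSO-only wells as the low control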
hcDAF12 agonist – H. contortus DAF-12 nuclear receptor activators, primary screen, cell-based, luminescence, HEK293, lit1-tk-luc reporter | HEK293 hcDAF-12 lit1-tk-luc reporter; 0% DMSO, 100% Δ7-dafachronic acid | activation, % at 6.8 µM | actives 1.4% (n = 370,000) | AID 652067, 2013;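 active means activation above the mean of all tested compounds plus 3 SD, cut at about 5.5% in these data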;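 further: 100% = response to 3 µM Δ7-dafachronic acid high control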
ADAM10 inh – human ADAM10 inhibitors, primary screen, biochemical, QFRET, HTS; inhibition, % at 7 µM; AID 720582, 2013; actives 0.62% (n = 370,000); recombinant ADAM10, EDANS/DABCYL FRET peptide cleavage, 3 h; Disintegrin and metalloproteinase domain-containing protein 10 (Homo sapiens), O14672;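 active means inhibition above a per-campaign cutoff equal to the mean of compounds falling between control-based bounds plus 3 SD, cut at about 20% in these data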;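 further: 0% = DMSO wells while the 100% control is not disclosed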
Target sequence (O14672 214-748 limits assumed): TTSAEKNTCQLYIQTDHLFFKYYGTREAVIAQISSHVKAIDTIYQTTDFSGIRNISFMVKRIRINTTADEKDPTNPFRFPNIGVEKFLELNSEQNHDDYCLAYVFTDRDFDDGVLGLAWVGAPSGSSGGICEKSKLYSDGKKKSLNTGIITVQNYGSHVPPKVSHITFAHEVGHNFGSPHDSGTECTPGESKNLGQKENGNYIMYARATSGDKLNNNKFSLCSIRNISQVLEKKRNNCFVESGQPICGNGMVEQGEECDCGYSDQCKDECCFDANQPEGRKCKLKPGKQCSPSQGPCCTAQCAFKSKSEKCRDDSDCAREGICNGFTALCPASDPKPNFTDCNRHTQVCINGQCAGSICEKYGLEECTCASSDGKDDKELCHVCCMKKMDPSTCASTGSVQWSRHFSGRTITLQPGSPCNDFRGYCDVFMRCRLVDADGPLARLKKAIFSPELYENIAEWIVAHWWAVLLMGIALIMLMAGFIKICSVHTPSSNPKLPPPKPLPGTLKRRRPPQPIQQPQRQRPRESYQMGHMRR
ssDAF-12 act – S. stercoralis DAF-12 nuclear receptor activators, primary screen, cell-based, luminescence, HEK293, GRIP1 co-expression, lit1-tk-luc; AID 652126, 2013; actives 1% (n = 370,000); HEK293 ssDAF-12/GRIP1 lit1-tk-luc reporter; % of 3 µM dafachronic acid response; activation, % at 6.8 µM; Nuclear hormone receptor DAF-12 (Strongyloides stercoralis);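 active means activation above the mean over all tested compounds plus 3 SD, cut at about 0.9% in these data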;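 further: 0% = DMSO-only wells and 100% = 3 µM delta7-dafachronic acid wells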
* hit, by the source's call; · = no result given.

The opening two records, to show the layout:
SMILES	hgDAF-12 ag	DAX1 inh-1	sPLA2-III inh	DAX1 inh-2	PLCg1 inh	FXN GAA850 act	PLCb3 inh	ADAM17 inh	hcDAF12 agonist	ADAM10 inh	ssDAF-12 act
Cc1ccc(C2C(C#N)=C(N)Oc3cc(N)ccc32)cc1 (centres undefined)	-0.8	-0.2	8	-0.2	-88	2.7	-114	-11	-2.8	-9	-0.7
COCCCn1c(-c2ccc(Cl)cc2)n[nH]c1=S	0.3	-0.7	14	1.2	0	4.6	2	1	0.3	-2	-0.8

The list itself, from the start:
SMILES	hgDAF-12 ag	DAX1 inh-1	sPLA2-III inh	DAX1 inh-2	PLCg1 inh	FXN GAA850 act	PLCb3 inh	ADAM17 inh	hcDAF12 agonist	ADAM10 inh	ssDAF-12 act
Cc1ccc(C2C(C#N)=C(N)Oc3cc(N)ccc32)cc1 (centres undefined)	-0.8	-0.2	8	-0.2	-88	2.7	-114	-11	-2.8	-9	-0.7
COCCCn1c(-c2ccc(Cl)cc2)n[nH]c1=S	0.3	-0.7	14	1.2	0	4.6	2	1	0.3	-2	-0.8
COc1cccc(CNC(=O)CCNC(=O)N2CCn3c2nc2ccccc23)c1	2.7	0.7	4	0.2	3	0.7	-3	2	-0.8	4	-1.1
Cc1ccc(C(=O)N2CCN(S(C)(=O)=O)C2)cc1	2.7	0.7	0	-0.2	2	-2.9	-5	-3	-0.4	2	-1.2
O=C(NCc1ccc(F)cc1)C1CCCN(c2cnccn2)C1 (centres undefined)	0.8	0.5	5	-0.6	-33	0.2	-56	-18	0.9	-63	-1.6
C=CCn1c(-c2ccc(Cl)cc2)c[nH]c1=S	0.1	-1.4	18	-1.5	0	0.6	1	-5	0.3	4	-0.4
C#Cc1ccc(NC(=O)C2(C)CCN2C(=O)C2(c3ccccc3)CCCC2)cc1 (centres undefined)	-1.3	·	-5	-0.4	-1	0.2	1	0	0.0	0	0.0
CCC[C@H]1[C@@H](NC(=O)C2CCC2)CC[C@@]23CCCN2C(=O)CCC[C@@H]13	-2.0	·	18	·	5	·	-1	-4	-1.0	-5	-1.0
COc1ccc([C@H]2CC(=O)C[C@@H](CCn3cc(-c4ccccc4)nn3)O2)cc1	-0.8	·	-2	-1.6	3	·	2	-1	-2.4	3	-1.5
COc1ccc(-c2nnc(SCC(=O)N/N=C(\C)c3ccc(-c4ccccc4)cc3)n2-c2ccc(C)cc2)cc1	0.5	·	-1	0.5	3	·	3	2	3.0	7	-1.1
CSc1ncccc1C(=O)OCC(=O)Nc1ccc2c(c1)OCO2	4.0	3.0	-4	-1.1	-1	2.9	1	-1	-0.4	0	-0.8
Cc1ccc(C)c(S(=O)(=O)N2CCN(C(=O)c3ccccc3Cc3ccccc3)CC2)c1	0.2	-0.3	4	-0.7	2	-4.9	1	-4	-1.6	-3	-1.2
Nc1nc(NCc2ccco2)nn1-c1ccccc1	1.9	0.8	1	1.0	2	-1.8	3	-2	-0.3	0	0.6
NCCCCCC(=O)O	-0.6	1.1	1	-0.7	1	-3.1	5	-3	-0.6	-6	-1.2
CN(C(=O)COC(=O)/C=C/c1ccc(Cl)c(Cl)c1)c1c(N)n(Cc2ccccc2)c(=O)[nH]c1=O	2.3	-0.7	-5	-1.4	-3	0.6	2	1	-1.7	-4	-1.2
O=C(COC(=O)c1cc(S(=O)(=O)N2CCOCC2)ccc1Cl)NCc1ccccc1	-2.1	-0.7	-2	0.0	3	-0.2	1	-2	-1.8	0	-0.9
O=C(CNS(=O)(=O)c1ccc(Br)cc1)N1CCN(c2ccc(F)cc2)CC1	-2.1	-0.6	-10	-0.3	5	-1.1	0	2	-2.2	-3	-1.1
Cc1ccc(C)c(C(=O)COC(=O)c2cc(Cl)nc3ccccc23)c1	-0.9	0.7	4	-0.5	6	-1.6	8	4	4.9	1	-1.1
O=C1OC(N2C(=O)CC[C@H]2C(=O)NCC2CCCO2)c2ccccc21 (some centres undefined)	-0.7	2.9	18	0.9	8	-1.2	0	-5	1.0	-19	-0.8
COc1cccc(OCCNc2cc(N3CCOCC3)ccc2[N+](=O)[O-])c1	1.2	0.3	-12	-0.9	5	10*	7	6	-4.5	14	-1.3
COC(=O)c1ccc(COC(=O)C2CC(O)CN2S(=O)(=O)c2ccc([N+](=O)[O-])cc2)cc1 (centres undefined)	0.5	2.1	-5	-2.9	1	1.1	-4	0	-0.9	-10	-1.0
O=C(NCc1ccccc1)c1ccc(S(=O)(=O)Nc2cccc(C(F)(F)F)c2)cc1	-4.2	0.0	-37	0.6	1	-1.7	-4	4	-1.9	12	-1.9
Cc1cc(C)c(C#N)c(SCCS(=O)(=O)Cc2ccc(Cl)cc2)n1	0.2	0.4	-3	-0.2	0	-1.0	0	-7	-1.6	-10	-0.7
O=C(Nc1ccc(N2CCOCC2)cc1)Nc1cnsn1	4.4	0.5	-2	1.0	-3	2.6	-2	-2	0.3	2	-1.1
Cc1cc(C)cc(N(CC(=O)NC2CCCC2)C(=O)CCC(=O)Nc2cc(C)ccn2)c1	2.0	0.8	0	0.0	-2	-1.0	-4	1	-1.2	-14	-0.8
Cc1cc(=O)oc2c(C)c(OC(C)C(=O)Nc3ccc(N4CCC(C)CC4)cc3)ccc12 (centres undefined)	-0.8	0.2	2	-1.9	-2	-0.5	-6	-3	-2.3	-12	-1.7
CCOC(=O)c1c(-c2ccccc2)csc1NC(=O)c1ccc(S(=O)(=O)N2CCOCC2)cc1	11*	2.2	0	0.1	-1	3.0	0	-4	-0.3	-4	-0.7
COc1ccc2ccccc2c1CN1CCSCC1	6.9	0.2	3	0.6	-1	0.7	-8	0	2.7	2	-0.5
CN(Cc1cc2ccccc2[nH]c1=O)C(=O)COc1ccccc1	4.7	1.4	1	0.0	-1	1.6	-9	-12	-1.8	-23	-1.4
O=C(CSc1nnc(Cc2cccs2)n1-c1ccccc1)Nc1ccc2c(c1)OCCO2	-0.6	0.1	-7	-1.1	0	-0.6	5	-1	-1.8	0	-1.0
CC(C(=O)Nc1cc(Cl)cc(Cl)c1)N1CCCC1 (centres undefined)	-0.5	0.9	-5	0.4	1	3.9	0	-7	-1.0	-5	-0.8
CCOC(=O)N1CCN(C(=O)c2nn(C)c3c2CSc2ccccc2-3)CC1	-1.3	0.4	-1	-0.4	3	2.1	5	0	-2.4	4	-1.1
Cc1ccc(S(=O)(=O)Nc2ccccc2CNc2cccc(C)n2)cc1	1.5	-1.3	-12	-0.5	0	0.9	1	5	-1.6	8	-1.2
O=[N+]([O-])c1nccn1C1C=CC(O)C(CO)O1 (centres undefined)	5.0	·	0	0.0	-55	·	-70	-26	0.3	-77	-0.1
COc1ccccc1C(=O)OCC(=O)Nc1ccc(OC(F)F)cc1	3.5	0.8	-17	-0.2	-1	3.2	-3	-1	1.4	2	-1.1
Cc1cccc2c1cnn2C(=O)CCC(=O)NCC(C)c1ccccc1 (centres undefined)	1.4	-0.7	14	-1.2	3	0.3	-1	-1	-0.7	-16	-1.4
Cc1ccnc(SCCn2c(N3CCOCC3)nc3c2c(=O)[nH]c(=O)n3C)n1	0.2	0.0	4	0.2	1	-0.6	-2	-3	-0.3	-2	-1.1
C=CCCN([C@H](CO)Cc1ccccc1)S(=O)(=O)c1ccccc1Br	-0.6	-1.1	-3	-0.2	-21	2.7	-25	-6	-0.2	-11	-0.3
C[C@H](O)[C@@H]1C(=O)N2CCc3c([nH]c4c(-c5ccc6c(c5)OCO6)cccc34)[C@@H]2C[C@@H]1N(C)C(=O)c1ccccc1F	1.8	·	-61	-2.0	-13	·	-13	5	-4.5	10	-1.0
O=C1[C@H]2[C@@H](c3ccc(F)cc3)N3C(=O)N(c4ccc(C(F)(F)F)cc4)C(=O)[C@@]3(Cc3ccccc3)[C@H]2C(=O)N1C1CCCCC1	1.1	-0.1	-6	0.5	0	7.7*	7	1	-1.7	22*	-0.7
Oc1ccccc1C1OCC2(CO1)COC(c1ccccc1O)OC2 (centres undefined)	0.8	-2.2	-5	-0.2	0	-1.6	3	0	-1.7	-1	-0.2
Cc1cc(C)n(-c2ccc(C(=O)O)cc2[N+](=O)[O-])n1	-0.4	-0.4	1	0.2	0	-1.3	3	-1	-0.4	4	-1.2
CCCS(=O)(=O)N1CCC(C(=O)NCCc2ccccc2)CC1	0.2	-0.6	9	0.1	3	0.5	0	-1	-1.0	-13	-1.1
CN(C)CC1CCCCC1OC(=O)/C=C/c1ccc(Cl)cc1Cl (centres undefined)	1.6	-1.3	-3	-0.1	-2	0.5	-8	-5	-2.3	-2	-1.5
CCOC(=O)c1c(C)[nH]c(C(=O)COC(=O)C2CC2C)c1C (centres undefined)	9.4	2.5	-5	3.5	-3	3.7	1	2	1.3	2	-0.4
O=C(NCCN1CCN(c2ccccc2)CC1)C1CCN(S(=O)(=O)c2cccs2)CC1	-2.8	-0.5	8	-1.4	5	0.3	4	0	-1.5	-7	-0.9
O=C(N=Nc1c(O)[nH]c2ccc(F)cc12)c1ccc(NS(=O)(=O)c2cccs2)cc1	0.3	-0.1	3	0.7	0	-0.5	-8	-8	2.8	-15	-0.9
COc1ccc(-c2cnnc(N/N=C/c3ccc(OC)c(OC)c3)n2)cc1	2.0	-0.2	17	-0.7	8	0.0	-1	-1	-3.3	1	-0.9
CN(C(=O)c1cccc(NC(=O)c2ccccc2)c1)C1CCCCC1	-3.9	0.2	-8	-0.9	1	0.0	0	-2	-0.3	3	-1.2
CCN1C(=O)S/C(=C/c2cn(C)c3ccccc23)C1=O	1.5	-0.7	9	0.3	0	1.7	1	-3	4.1	-5	-0.8
O=C1CC2CCCN2C=C1I (centres undefined)	-0.5	0.7	1	-0.5	-22	-1.2	-28	-5	-0.8	-13	-1.1
